Screening data (PubChem BioAssay)
FN deposit inh: fibronectin deposition inhibition; AH1F fibroblasts, Alexa488-fibronectin deposition fluorescence, overnight; inhibition, % at 12.6 µM; 350,000 compounds, 0.086% hits; AID 743247;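 active = mean inhibition across replicates of 30% or more, regardless of how many single replicates reach that level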;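 also: positive control wells lacked labelled fibronectin entirely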
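Material: AH1F fibroblast monolayer depositing Alexa488-labelled fibronectin into matrix / Amount: 10000 AH1F cells per well / Signal: fluorescence 485/525 nm / Medium: DMEM, 2% serum / Compound: single dose, pinned / Incubation: 1 h cell adhesion before compound, then overnight fibronectin incubation / Reagent: Alexa488-FN, 24 nM final / Read-out: inhibition of fibronectin deposition signal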
The depositor's hits bear a star. The list is partial; count on the stated rates, not on these rows.

SMILES | FN deposit inh
O=C(COC(=O)c1cc(Br)ccc1Cl)NC1CC1 | 1
CCc1ccc(C2=NNC(=Nc3cccc(S(=O)(=O)N(C)C)c3)SC2)cc1 | -15
COc1ccc(C2CC(c3ccccc3)=NN2C(=O)COC(=O)c2cccc(S(=O)(=O)N(C)C)c2)cc1 (centres undefined) | 5
Cc1c(Nc2nc3ccccc3nc2N2CCN(c3ccccc3)CC2)c(=O)n(-c2ccccc2)n1C | -3
CC(=O)NC1CC2CCCC(C1)N2C(=O)Nc1ccc(Cl)c(C(F)(F)F)c1 (centres undefined) | -4
O=C(NC(=S)NCC1CCCO1)C(c1ccccc1)c1ccccc1 (centres undefined) | -3
CCCCCCCc1nc2c(=O)n(C)c3ccccc3c2o1 | 2
COc1ccccc1C(=O)Nc1ccc(C)cc1C(=O)c1ccccc1 | -3
COc1ccc(-c2cc(C)nc(SCc3cccc(C(=O)O)c3)n2)cc1 | 5
CC(C)CC1=C/C(=C/c2ccc(-c3ccccc3)o2)C(=O)O1 | -8
CCC(C)(C(=O)NC1CCCCC1)N(Cc1cccs1)C(=O)Cc1cccs1 (centres undefined) | -2
CCOC(=O)CN(C(=O)CSc1nnc(-c2ccncc2)n1CCCN(C)C)c1ccccc1 | 3
CCN(Cc1cc2ccccc2[nH]c1=O)S(=O)(=O)c1ccccc1 | 2
O=C(COc1ccc(Cl)cc1Cl)NCC(=O)N/N=C/c1c[nH]c2ccccc12 | -2
Clc1ccc(-c2csc(=Nc3cccnc3)n2CCCn2ccnc2)cc1Cl | 12
Cc1ccc(-n2nnnc2C(=Cc2ccc(N(C)C)cc2)c2nnnn2-c2ccc(C)cc2)cc1 | -19
O=C(c1cccc2ccccc12)N1CCN(c2ccccc2F)CC1 | 3
COc1cc(C(C(=O)NC2CCCCC2)N(C(=O)Cc2c[nH]c3ccccc23)c2ccc(C)cc2)cc(OC)c1OC (centres undefined) | 1
COCc1[nH]nc2c1C(c1ccsc1)C(C#N)=C(N)O2 (centres undefined) | 3
O=C(OC(C(=O)Nc1ccc(Cl)cc1C(F)(F)F)c1ccccc1)c1c(Cl)cccc1Cl (centres undefined) | -5
COC(=O)c1cc2occc2n1CC(=O)Nc1cc(OC)cc(OC)c1 | 4
C=CCc1cccc2cc(C(=O)NCc3cccnc3)c(=O)oc12 | 8
COc1ccccc1OCCNC(=O)c1cc(F)c(F)cc1Cl | 1
Cc1ccc(NC(=O)CCC(=O)OCC(=O)c2ccc(Oc3ccc([N+](=O)[O-])cc3)cc2)cc1C | 12
CCc1nc2ccccc2n1CC(=O)N1CCN(S(=O)(=O)c2cccc(C(F)(F)F)c2)CC1 | -4
The list continues.
SMILES | FN deposit inh
CCc1ccc(-c2csc(NC(=O)Oc3ccccc3)n2)cc1 | 10
COc1cc(/C=N/N2CCN(c3ccccc3OC)CC2)ccc1O | 2
Cc1ccc(S(=O)(=O)Nc2c(C)[nH]c(=O)[nH]c2=O)cc1C | -4
COc1ccc(-c2c(C)[nH]n3c(=O)c(Cc4ccccc4)c(C)nc23)cc1 | -4
C/C(=N\NC(=O)CSc1nc2ccccc2s1)c1ccco1 | 10
COc1cc(/C=C2\SC(=S)N(CC(=O)Nc3ccccn3)C2=O)cc(OC)c1OC | -1
C/C=C/c1ccc(OCCOc2cccc3cccnc23)c(OC)c1 | 6
Cc1cccc(NC(=S)NCC(c2cccnc2)N2CCOCC2)c1C (centres undefined) | 2
COC(=O)CN1C(c2cccc(Cl)c2)=Nc2ccc(Cl)cc2C1c1ccccc1 (centres undefined) | -1
CCOC(=O)C(C(=O)Nc1nc2ccccc2s1)C1CCCCC1 (centres undefined) | 0
CCOC(=O)c1cc(-c2ccccc2)sc1NC(=O)CN1C(=O)NC(CC)(c2ccc(F)cc2)C1=O (centres undefined) | -2
Cc1cc2occ(CC(=O)OCC(=O)Nc3sc4c(c3C#N)CCC(C)C4)c2cc1C (centres undefined) | 0
Cc1cc(C)nc(Nc2nc(C)c3cc4c(cc3n2)OCO4)n1 | -2
CC(C)CC(=O)NC(=S)Nc1ccc(S(=O)(=O)NC(C)(C)C)cc1 | -2
CC(C)(C)c1cc(CN2CCCCC2)cc(C(C)(C)C)c1O | -1
N=C1c2ccccc2CN1NC(=O)CC12CC3CC(CC(C3)C1)C2 | -5
Cc1ccc(CNC(=O)NC23CC4CC(CC(C4)C2)C3)cc1 | -10
Cn1cc(/C=N\NC(=O)C2COc3ccccc3O2)c2ccccc21 (centres undefined) | 3
NS(=O)(=O)c1ccc(NCc2c(F)cccc2Cl)cc1 | 12
COc1cc(OC)cc(C(=O)Nc2ccc(S(=O)(=O)Nc3cc(C)nc(C)n3)cc2)c1 | 7
CC1=C(C(=O)Nc2ccccc2)C(c2ccncc2)C(C#N)=C(SCC(=O)NC(C)C)N1 (centres undefined) | 2
CCC(=O)Nc1ccc(-c2cc(-c3ccccc3)nc(-c3ccc(NC(=O)CC)cc3)n2)cc1 | 3
Cc1cc(C(=O)Cn2ncc(Cl)c(Cl)c2=O)c(C)n1CC(F)(F)F | 3
COc1ccc(C)cc1S(=O)(=O)N(CC(=O)Nc1cccc([N+](=O)[O-])c1)c1ccccc1 | -1
Cc1ccc(NC(=O)C(C)c2cccc(C(=O)c3ccccc3)c2)cc1O (centres undefined) | -5

The last 2 compounds of the part above lead into the next.
SMILES | FN deposit inh
COc1ccc(C)cc1S(=O)(=O)N(CC(=O)Nc1cccc([N+](=O)[O-])c1)c1ccccc1 | -1
Cc1ccc(NC(=O)C(C)c2cccc(C(=O)c3ccccc3)c2)cc1O (centres undefined) | -5
Cc1ccc(C(=O)O)cc1S(=O)(=O)N1CCSCC1 | -8
COc1cc2c(cc1OC)C(C(=O)N1CCOCC1)C(c1cccs1)N(C)C2=O (centres undefined) | -1
O=C(CCCCn1c(=O)[nH]c2ccsc2c1=O)NCc1cccnc1 | 0
Cc1cc(N2C(=O)C3C4C=CC(C4)C3C2=O)ccc1Br (centres undefined) | -5
COc1ccc2cc(/C=C3\SC(=S)NC3=O)c(N3CCOCC3)nc2c1 | 2
O=C(c1ccccn1)N(Cc1ccco1)C1(C(=O)NC2CCCCC2)CCCCC1 | -3
CC(NC(=O)c1ccccc1)c1nc2ccccc2n1Cc1ccccc1F (centres undefined) | -3
C#CC[N+](C)(C)CCCCCCCCCCCC | 11
N#Cc1ccc(NC(=O)COC(=O)CCc2ccc(S(=O)(=O)N3CCCCC3)cc2)cc1 | 2
O=C(NC1CC2CCCC(C1)N2Cc1cccs1)N1CCOCC1 (centres undefined) | 9
CCOC(=O)CCc1c(C)c2ccc(OCc3nn[nH]n3)c(C)c2oc1=O | 2
CCCCS(=O)c1c(O)c2ccccc2[nH]c1=O (centres undefined) | -1
CC(C)(C)C1CCC(=NNc2ccc(S(N)(=O)=O)cc2[N+](=O)[O-])CC1 (centres undefined) | 3
CCCn1c(SCC(=O)N2CCc3ccccc32)nnc1-c1ccncc1 | -2
CCc1ccc(NC(=O)CNC(=O)c2cn(-c3ccccc3OC)c(=O)c3ccccc23)cc1 | 0
CC(C)(C)c1ccc(/C=C/C(=O)N2CCN(c3ncccn3)CC2)cc1 | -2
CCOC(=O)C1=C(Cc2ccc(F)cc2)C(=O)c2ccccc2C1=O | 8
O=C(CC(NCCc1ccccc1)C(=O)O)Nc1ccc(O)cc1 (centres undefined) | -5
COC(=O)C1=C(N)Oc2cc(C)n(Cc3ccccc3)c(=O)c2C1c1ccccc1 (centres undefined) | 4
CC/C(=N\O)c1c(O)c2c(n(-c3ccccc3)c1=O)CCCC2 | -2
Cn1nc(-c2ccc(OCC(N)=O)cc2)c2ccccc2c1=O | 0
Cc1c(C(=O)N/N=C/c2cccs2)nc2ccccn12 | 4
FC(F)Oc1ccc(NC(=S)NCc2ccccc2)cc1 | 2
O=C(N1CCN(Cc2ccc3c(c2)OCO3)CC1)C12CC3CC(CC(C3)C1)C2 | -9
O=C(CSc1nnc2c3c4c(sc3ncn12)CCCC4)NCc1ccco1 | -8

Single values from above.
Cc1cc(C)nc(Nc2nc(C)c3cc4c(cc3n2)OCO4)n1 in FN deposit inh is entered as -2
NS(=O)(=O)c1ccc(NCc2c(F)cccc2Cl)cc1 in FN deposit inh is entered as 12

Additional records
SMILES | FN deposit inh
O=C(CSc1ccc2nnc(CCNS(=O)(=O)c3ccccc3)n2n1)Nc1nc2ccccc2s1 | -6
Cc1ccc(C2C(C#N)=C(N)Oc3n[nH]c(-c4cccs4)c32)s1 (centres undefined) | -1
CCN1C(=O)C(CC(=O)NC2CCCCC2)N(CC)C1=O (centres undefined) | 4
CCOC(=O)Nc1nc(-c2ccc(Cl)cc2Cl)cs1 | 6
O=C(c1ccco1)N1CCN(S(=O)(=O)Cc2ccc(Cl)cc2)CC1 | -7
c1csc(CSc2nc3ccccc3s2)c1 | 11
Cc1ccc(Nc2ccc(C(=O)O)cc2N)cc1 | 8
Oc1c(C=NCc2ccncc2)sc2ccccc12 | -4
COC(=O)CCN1CCC(C(N)=O)CC1 | -5
CCOC(=O)c1ccc(NC(=S)NC2CCCC2)cc1 | 0
CC1CC(C)CN(CCCNC(=O)c2csc3c2CCCC3)C1 (centres undefined) | -8
COc1cc(Cl)c(C)cc1NC(=O)COC(=O)c1cc(SC)ccc1Cl | -13
CCOC(=O)CSc1ncc(-c2ccc([N+](=O)[O-])cc2)[nH]1 | 1
Clc1ccc(N2CCCCCC2)nn1 | 2
COC(=O)c1ccc(NC(=O)Cc2ccccc2)cc1 | -1
N#CCSc1nnc(C2CCCCC2)n1-c1ccccc1 | 4
CCOCCCNCc1cc(Br)ccc1OCc1ccccc1 | -12
O=C(Cn1c(COc2ccccc2)nc2ccccc21)Nc1cc(Cl)ccc1Cl | -5
O=C(NC1CCN(C(=O)NC2CCCCC2)CC1)c1ccco1 | 7
O=C(NCCc1c[nH]c2ccccc12)C(=O)NCC1OCCCN1S(=O)(=O)c1ccccc1 (centres undefined) | 3
CCOC(=O)CNC(=O)Nc1nnc(-c2ccc(OCC)cc2)o1 | -8
CCOC(=O)Cn1c(=NC(=O)C(C)(C)C)sc2cc([N+](=O)[O-])ccc21 | -1
Cc1cc(C(=O)OCn2nnc3ccccc3c2=O)c(C)o1 | -1
O=S(=O)(c1ccc2ccccc2c1)N1CCN(C2Cc3ccccc3C2)CC1 | 0
CCCCc1ccc(NC(=S)NN2CCOCC2)cc1 | 3

Six entries picked at random from those above:
SMILES | FN deposit inh
O=C(Cn1c(COc2ccccc2)nc2ccccc21)Nc1cc(Cl)ccc1Cl | -5
Cc1ccc(Nc2ccc(C(=O)O)cc2N)cc1 | 8
O=C(NC1CCN(C(=O)NC2CCCCC2)CC1)c1ccco1 | 7
CCOC(=O)Nc1nc(-c2ccc(Cl)cc2Cl)cs1 | 6
CCOC(=O)c1ccc(NC(=S)NC2CCCC2)cc1 | 0
CCOC(=O)Cn1c(=NC(=O)C(C)(C)C)sc2cc([N+](=O)[O-])ccc21 | -1

More records follow.
SMILES | FN deposit inh
CN(C)C(=O)CSc1nnc(-c2cnccn2)n1C | -1
CC(Oc1ccc2oc3ccccc3c2c1)C(=O)NC12CC3CC(CC(C3)C1)C2 (centres undefined) | -4
O=C(NC(=S)Nc1ccc(S(=O)(=O)N2CCCC2)cc1)C1CCC1 | -1
CCOC(=O)c1ccc(S(=O)(=O)NNC(=O)COc2ccc(C)cc2)cc1 | 1
Clc1ccc2nc(N3CCN(c4ccccc4)CC3)sc2c1 | -5
CCCCCNCc1ccc(OCc2ccc(Cl)nc2)c(OC)c1 | 1

Reformatted in markdown: entries from further up
| canonical_smiles | FN deposit inh |
| --- | --- |
| CC(Oc1ccc2oc3ccccc3c2c1)C(=O)NC12CC3CC(CC(C3)C1)C2 (centres undefined) | -4 |
| O=C(NC(=S)Nc1ccc(S(=O)(=O)N2CCCC2)cc1)C1CCC1 | -1 |
| CCOC(=O)c1ccc(S(=O)(=O)NNC(=O)COc2ccc(C)cc2)cc1 | 1 |
